CHT PAM = human CHT allosteric activation; CHT-expressing cells, membrane potential dye, choline EC20; stronger effect = higher value; LV-AA mutant CHT in HEK293 cells; B-score at 10 µM; hit rate 0.49% among 310,000; AID 488977;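 active = initial fluorescence not abnormally high and integrated response B-score, plate-corrected, over 3 SD above library mean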
Target sequence (Q9GZV3 whole entry, looked up): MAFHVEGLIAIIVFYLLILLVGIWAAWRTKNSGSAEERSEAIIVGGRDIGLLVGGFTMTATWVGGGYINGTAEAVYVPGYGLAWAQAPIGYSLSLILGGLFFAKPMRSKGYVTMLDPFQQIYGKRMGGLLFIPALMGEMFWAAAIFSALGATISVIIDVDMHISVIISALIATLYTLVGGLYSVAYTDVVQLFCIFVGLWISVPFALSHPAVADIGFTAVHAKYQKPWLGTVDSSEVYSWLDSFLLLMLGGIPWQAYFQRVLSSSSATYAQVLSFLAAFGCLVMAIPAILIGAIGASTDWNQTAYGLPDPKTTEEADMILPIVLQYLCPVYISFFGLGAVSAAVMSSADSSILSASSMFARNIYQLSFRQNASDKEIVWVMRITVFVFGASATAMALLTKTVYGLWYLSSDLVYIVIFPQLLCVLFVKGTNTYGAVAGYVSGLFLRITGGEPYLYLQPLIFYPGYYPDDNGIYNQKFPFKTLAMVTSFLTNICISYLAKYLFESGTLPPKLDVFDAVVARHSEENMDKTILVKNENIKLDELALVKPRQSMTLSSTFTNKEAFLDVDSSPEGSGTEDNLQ
OX1R antagonist = blocks the human orexin 1 receptor | O43613 | CHO/OX1R cells, Fluo-8 calcium fluorescence, orexin A | inhibition, % at 5 µM | hit rate 0.43% among 330,000;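 active = inhibition above its plate's threshold, mean inhibition of all tested compounds on the plate plus 3 SD, cut at about 37% in these data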;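 also: 0% = orexin A challenge wells and 100% = SB-334867-A antagonist wells; not every result past the cut was called active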
Target sequence (O43613 whole entry, looked up): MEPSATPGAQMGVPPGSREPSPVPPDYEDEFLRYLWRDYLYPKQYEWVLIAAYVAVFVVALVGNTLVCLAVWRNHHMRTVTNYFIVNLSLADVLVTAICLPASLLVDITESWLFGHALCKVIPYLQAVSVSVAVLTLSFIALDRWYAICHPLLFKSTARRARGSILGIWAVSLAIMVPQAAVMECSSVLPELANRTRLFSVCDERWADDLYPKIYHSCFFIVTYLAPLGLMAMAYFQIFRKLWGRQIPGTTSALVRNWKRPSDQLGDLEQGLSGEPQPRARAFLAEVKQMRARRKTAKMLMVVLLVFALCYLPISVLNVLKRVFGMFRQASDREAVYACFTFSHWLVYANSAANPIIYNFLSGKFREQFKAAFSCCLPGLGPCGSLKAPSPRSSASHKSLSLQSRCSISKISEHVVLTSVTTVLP
Starred values were filed as active, the others as inactive; i = inactive; / = not tested or not shown.

SMILES | CHT PAM | OX1R antagonist
COc1ccc(S(=O)(=O)Nc2ccc(NC(C)=O)cc2)cc1[N+](=O)[O-] | i | -2
O=C(NCc1nc2ccccc2[nH]1)C1=C[C@@H](c2ccc(Br)cc2)C[C@@H](OCc2ccc(CO)cc2)O1 | i | -16
CCOC(=O)c1cc2sc(C)cc2n1CC(=O)NCc1ccc(F)cc1 | i | -11
O=C(O)C1(P(=O)(c2ccc(Cl)cc2)c2ccc(Cl)cc2)CCCC1 | i | -3
COc1ccc(S(=O)(=O)NCc2cccnc2)cc1C(=O)NC1CCCCC1 | i | -20
O=c1c2cc(N3CCOCC3)ccc2[nH]c(=S)n1CCN1CCCC1 | i | -5
CCOc1ccccc1NC(=O)C1C2CCC(O2)C1C(=O)O (stereo not drawn) | i | -1
CCOC(=O)c1sc(N(Cc2ccccc2)C(=O)COC(=O)c2ccccc2O)nc1C | i | -23
Cc1cc2c(cc1S(=O)(=O)N1CC(C)CC(C)C1)OCC(=O)N2 (stereo not drawn) | i | -18
CCOc1cc(/C=C2\NC(=O)NC2=O)cc([N+](=O)[O-])c1O | i | -3
Cc1cc(NC(=O)c2c(F)c(F)c(F)c(F)c2F)no1 | i | 2
N=c1sccn1CC(=O)Nc1cc(S(=O)(=O)N2CCCCC2)ccc1Cl | i | -16
CC(C)C[C@H](NC(=O)c1nc[nH]c1C(=O)N1CCN(C(=O)OC(C)(C)C)CC1)C(=O)OCc1ccccc1 | i | -7
Cc1cc(C)c(NC(=O)CCCCCNC2CCCCC2)c(C)c1 | i | /
O=S1(=O)Nc2c(ccc3cccnc23)-c2ccccc21 | i | 36
O=C(O)CCn1c(O)c(C=C2N=c3ccccc3=N2)sc1=S | i | -6
COC(=O)Cc1c(C)c2ccc(OC(=O)c3ccco3)cc2oc1=O | i | 0
CC(C)CNC(=O)c1cccc(NC(=O)Cc2ccc(Cl)cc2)c1 | i | -21
Cc1ccccc1N1CCN(C2CCCN(C(=O)c3ocnc3C)C2)CC1 (stereo not drawn) | i | /
CC(C)Nc1ccc(C(CC(N)=O)NC(=O)Cc2ccc(Cl)cc2)cc1[N+](=O)[O-] (stereo not drawn) | i | 3
Cc1ccccc1-c1noc(-c2ccccc2C(=O)O)n1 | i | -5
CC(=O)Nc1cc2cc(NS(=O)(=O)c3ccc(Cl)cc3)ccc2oc1=O | i | -29
CSc1nc(N)nc(SCC(=O)OC(C)C)c1C#N | i | -13
O=C(c1ccc(Br)cc1)N(c1ccccn1)C1CCCCC1 | i | -16
CCCCn1c(/C=N/Nc2nc3ccccc3[nH]2)nc2ccccc21 | i | -21
O=C(CNC(=O)OCc1ccccc1)NC1CCCCCC1 | i | -9
Cc1ccnc(NC(=O)c2oc3ccccc3c2C)c1 | i | 51*
CCCOC(=O)c1c(NC(=O)C2CCCO2)sc(C(=O)OC)c1C (stereo not drawn) | i | -27
Cc1ccc(NC(=S)NN(C)c2cc(C)nc(C)n2)cc1 | i | -4
CC1=C(C#N)C(Nc2ccc(C)cn2)(C(F)(F)F)C(=O)N1 (stereo not drawn) | i | -28
Cc1ccsc1C(=O)Nc1ccc(C(=O)O)cc1 | i | -9
COC(=O)c1ccc(OCCOc2ccc(C(=O)OC)cc2)cc1 | i | -18
O=C(Nc1ccccc1N1CCOCC1)c1cccc(F)c1 | i | -22
NS(=O)(=O)c1ccc(CCNC(=O)CCC2COc3ccccc3O2)cc1 (stereo not drawn) | i | -10
O=C(N/N=C/c1ccccn1)c1ccc(Cl)cc1 | i | -4
COC(=O)[C@H](Cc1c[nH]c2ccccc12)NC(=O)CCCc1c[nH]c2ccccc12 | i | 47
CCC(NC(=O)c1cncc(Br)c1)c1ccccc1 (stereo not drawn) | i | -1
COc1cccc(/C=N/n2c(SC)nnc2-c2ccccc2)c1OC | i | -38
CCOC(=O)COc1ccc2c3c(c(=O)oc2c1C)CCC3 | i | -14
CCc1ccc(NC(=O)c2ccc(OC)c([N+](=O)[O-])c2)cc1 | i | 0
O=C(CCc1nnc(CCC2CCCCC2)o1)NCc1ccon1 | i | -16
CCCc1nc(SCC(=O)N2CCOCC2)c2c(C)c(C)sc2n1 | i | -34
CCCN(CCC)S(=O)(=O)c1ccc(Cl)c([N+](=O)[O-])c1 | i | -26
Cc1ccc(C)[n+](CC(=O)c2ccc(-c3ccccc3)cc2)c1 | i | -15
Cc1cc(N)n(-c2ccc(S(=O)(=O)N3CCCC3)cc2[N+](=O)[O-])n1 | i | -17

Full records as entered above:
NS(=O)(=O)c1ccc(CCNC(=O)CCC2COc3ccccc3O2)cc1 (stereo not drawn) across the screens: CHT PAM = i; OX1R antagonist = -10
CCOC(=O)COc1ccc2c3c(c(=O)oc2c1C)CCC3 across the screens: CHT PAM = i; OX1R antagonist = -14
CCCc1nc(SCC(=O)N2CCOCC2)c2c(C)c(C)sc2n1 across the screens: CHT PAM = i; OX1R antagonist = -34

Next part
SMILES | CHT PAM | OX1R antagonist
Cc1ccc(-c2cc(-c3cccs3)[nH]n2)c(O)c1 | i | -11
CCCCOc1ccc(C2OC34CCCCC3C(C#N)(C#N)C2(C#N)C(=N)O4)cc1 (stereo not drawn) | i | -4
O=C(CC1CCCCC1)NCc1ccccn1 | i | -3
Cc1nnc(-c2cnn(C)c2N)n1Cc1ccccc1 | i | -20
CCN1C(=NCCOC)N[C@@H](c2cccc(C(F)(F)F)c2)C(C(=O)OC)=C1C | / | -6
CN(C)S(=O)(=O)c1ccc(C(=O)NCC(=O)N/N=C/c2ccccc2)cc1 | i | -16
CCOCCc1nn2c(=O)cc(CSCC(=O)Nc3cc(C)cc(C)c3)nc2s1 | i | -25
CCSc1nc2ccccc2c(=O)n1Cc1ccc(F)cc1 | i | -18
Cc1ccc(OCC(O)Cn2c(=N)n(Cc3ccccc3)c3ccccc32)cc1 (stereo not drawn) | i | 13
CCC(C)c1ccc(S(=O)(=O)N2CC(=O)Nc3ccccc32)cc1 (stereo not drawn) | i | -11
Cn1c(C(=O)N2CCCC(Nc3ccc(F)cc3)C2)cc2ccccc21 (stereo not drawn) | i | -21
CCn1c(=O)c([N+](=O)[O-])c(NCc2ccco2)c2ccccc21 | i | -11
CCCCCC(=O)Nc1nnc(CCc2ccccc2)s1 | i | -22
Cc1c(NC(=O)CCCOc2ccccc2)cccc1[N+](=O)[O-] | i | -2
COc1ccc(N2C(=NC(=O)C3CCCCC3)SC3CS(=O)(=O)CC32)cc1 (stereo not drawn) | i | -2

The final 4 records of the part above are carried over, then new ones follow.
SMILES | CHT PAM | OX1R antagonist
CCn1c(=O)c([N+](=O)[O-])c(NCc2ccco2)c2ccccc21 | i | -11
CCCCCC(=O)Nc1nnc(CCc2ccccc2)s1 | i | -22
Cc1c(NC(=O)CCCOc2ccccc2)cccc1[N+](=O)[O-] | i | -2
COc1ccc(N2C(=NC(=O)C3CCCCC3)SC3CS(=O)(=O)CC32)cc1 (stereo not drawn) | i | -2
O=C(O)Cc1ccc(O)c(O)c1 | i | -9
COc1cccc(COc2cc3ccccc3nc2C)c1 | i | 5
O=C(Nc1cccc(S(=O)(=O)N2CCOCC2)c1)c1ccc(=O)[nH]c1 | / | -3
CC(=O)Nc1sc2c(c1C(c1ccccc1)N1CCOCC1)CCCC2 (stereo not drawn) | i | -25
C1CCC(c2nn3c(-c4n[nH]c5c4CCC5)nnc3s2)CC1 | i | -30
CCCc1cc(=O)[nH]c(SCC(=O)N2CCc3ccccc3C2)n1 | / | -14
COC(=O)C(C)NC(=O)C12CC3CC(CC(C3)C1)C2 (stereo not drawn) | i | -9
CCN1CCN(C(=O)CCN2C(=O)c3ccccc3C2=O)CC1 | i | -3
COc1cc2c(C(=O)O)c(C)n(C)c2c2ccccc12 | i | 5
CCSc1nnc(NC(=O)c2ccccc2)s1 | i | -20
CCCS(=O)(=O)N1CCCC(C(=O)NCCN(C)Cc2ccccc2)C1 (stereo not drawn) | i | -18
COc1ccccc1/C=C/C=N/n1c(C)nnc1C | i | -6
Cc1cccc(C)c1NC(=O)CN(C)C(=O)/C=C/c1cccs1 | i | -28
CC1(C)C(=O)N(c2ccccc2)C(=O)c2ccccc21 | i | -3
COc1ccccc1N1CCN(Cc2ccco2)CC1 | i | -22
Cc1ccc(-c2nc(CS(=O)CC(=O)NC3CCCC3)c(C)o2)cc1 (stereo not drawn) | i | -24
CCOC(=O)C1=C(Cn2cnc3ccccc32)NC(=O)NC1c1cc(C)ccc1C (stereo not drawn) | i | 79*
C#CCOc1ccc(C2C3=C(CC(C)(C)CC3=O)N(CC(=O)O)C3=C2C(=O)CC(C)(C)C3)cc1OC | i | -77
COc1ccc(Cn2nnnc2C(c2ccccc2OC)N2CCC(C(N)=O)CC2)cc1 (stereo not drawn) | i | -33
CCCCn1nc2cc(C(=O)NCCc3ccc(C)cc3)ccc2c1OCC | i | -21
O=C(Nc1ccc2c(c1)OCO2)C1CC(=O)N(c2ccccc2)C1 (stereo not drawn) | i | -7
CCOc1ccc(NC(=O)c2ccc(F)cc2F)cc1 | i | -3
O=C(CSc1nc2cc(Cl)ccc2o1)Nc1ccc(N2CCOCC2)cc1 | i | -12
CC(=O)C1=C(C)N(Cc2ccccc2)C(=O)N[C@H]1c1cccc(C(F)(F)F)c1 | i | -21
COc1ccc(OC)c(NC(=O)CNC(=O)Cn2cnc3sc(C)cc3c2=O)c1 | i | 8
CC(C)CCNc1nc(N2CCCC2)c2c(c1C#N)CCN(C)C2 | i | -36
COc1cc(NC(=O)c2ccccc2)ccc1NC(=O)c1cc2ccccc2o1 | i | -53
CC(C)c1nc2n[nH]c(N)c2c2c1CCCC2 | i | -16
CCC(=O)Nc1c2c(nn1-c1ccc(OC)cc1)CS(=O)C2 (stereo not drawn) | i | 14
COc1cccc(NC2=C(Cl)C(=O)OC2OC(=O)c2ccco2)c1 (stereo not drawn) | i | -6
C=CCNS(=O)(=O)c1ccc(C(=O)OCc2cc(=O)oc3cc(OC)ccc23)cc1 | i | -10
COc1ccc(Cl)cc1C(=O)NNC(=S)NC1CCCCC1 | i | -23
COc1ccc(C(=O)Nn2c(SCC(=O)N3CCC(C)CC3)nc3ccccc3c2=O)cc1 | i | -39
COc1ccc(C2c3c(oc4ccccc4c3=O)C(=O)N2CCCN2CCOCC2)cc1 (stereo not drawn) | i | -14
COc1cccc(/C=N/NC(=O)COc2cccc3cccnc23)c1O | i | -35
O=C(COC(=O)c1n[nH]c(=O)c2ccccc12)Nc1ccccc1F | / | -22
CCOC(=O)c1c(N)c2cc([N+](=O)[O-])ccc2n1C | i | -21
Cc1cnc(C(=O)N2CCCC(C(=O)c3ccc(C(F)(F)F)cc3)C2)cn1 (stereo not drawn) | i | -21
Cc1ccc(O)c(NC(=O)c2cccc(NC(=O)c3ccco3)c2)c1 | i | -11
COc1ccc(C(=O)Nc2c3c(nn2-c2ccc(Cl)cc2)CS(=O)(=O)C3)cc1 | i | -10
Cc1ccccc1Oc1nc2c(C)cccn2c(=O)c1/C=C(\C#N)C(=O)NC1CCS(=O)(=O)C1 (stereo not drawn) | i | -2
CCOc1cc(/C=N/NC(=O)c2cccnc2)ccc1OC(=O)c1ccco1 | i | -20
O=C(CN1C(=O)COc2ccccc21)N(CCCN1CCOCC1)CC1CC=CCC1 (stereo not drawn) | i | -33
O=C(CCN1CCN(CCO)CC1)Nc1ccc(C2CCCC2)cc1 | i | 15
O=C(Nc1cccc(Cl)c1)Nc1cnccn1 | i | 7
O=C(CCCCC(=O)Nc1ccc(F)cc1F)Nc1ccc(F)cc1F | i | -5
CCOc1ccc(CCNC(=O)COC(=O)c2ccncc2)cc1OCC | / | -19
COc1ccc(CCn2c(C)cc(C(=O)CSc3nnnn3C)c2C)cc1 | i | -12
CS(=O)(=O)N1Cc2ccccc2CC1C(=O)OCC(=O)Nc1ccc2ccccc2c1 (stereo not drawn) | i | 4
CN(CCOC(=O)c1ccc2c(c1)OCCO2)C(C)(C)C | i | -8
Cc1ccccc1NC(=O)CN1CCOCC1 | i | /
CCc1nn(CC(=O)NCCCN2CCCC2=O)c(=O)c2cc3sccc3n12 | i | -14
COc1cc(CNn2cnnc2)ccc1OCC(=O)NC(C)(C)C | i | -7
CN(C)c1ccc(NC(=O)c2ccc3nsnc3c2)cc1 | i | 16
O=C(Nc1ccccc1Br)c1cc(=O)c2ccccc2o1 | i | -21
CCOc1ccccc1NS(=O)(=O)c1c(C)[nH]c(C)c1C(=O)N1CCCCC1 | i | -17
CC12CCC(=O)N1c1c(sc3nc(N4CCOCC4)c4c(c13)CCCC4)C(=O)N2 (stereo not drawn) | i | -13
Cc1ccc(C(=O)/C=C/c2ccc3c(c2)OCCO3)c(O)c1 | i | -25
O=C(Nc1cc(C(F)(F)F)ccc1F)C1CCC1 | i | -20
CCOc1ccc(CCNC(=O)COC(=O)C2=NNC(=O)CC2)cc1OCC | i | -27

Going on with the list:
SMILES | CHT PAM | OX1R antagonist
CCC(=O)N1c2ccccc2NC2=C(C(=O)CC(c3ccco3)C2)C1c1ccco1 (stereo not drawn) | i | -13
Cc1ccc(/C=C2/NC(=O)N(Cc3ccccc3)C2=O)o1 | i | -19
Cc1oc(-c2cc(F)ccc2F)nc1CN1CCCN(C(=O)c2ccco2)CC1 | i | -30
CCCCCCNS(=O)(=O)c1ccccc1Br | i | -21

Marked active in OX1R antagonist, among the entries above:
mol,OX1R antagonist
Cc1ccnc(NC(=O)c2oc3ccccc3c2C)c1,51*
CCOC(=O)C1=C(Cn2cnc3ccccc32)NC(=O)NC1c1cc(C)ccc1C (stereo not drawn),79*

Bioassay records deposited in PubChem by several laboratories.
